Dengue-2 NS5 capping = Dengue-2 NS5 methyltransferase inhibitors, primary screen, biochemical, confirmation dose response (AID 588689). Genome polyprotein (Dengue virus type 2 (strain 16681-PDK53)). Dengue-2 NS5 methyltransferase capping enzyme assay, biochemical; higher % means a stronger effect. inhibition, % at 25 µM; hits with a dose series show IC50 in µM. actives 0.3% (n = 340,000); in the data active means a potency from the dose series
K1F lysis inhibition = inhibition of K1F phage lysis, E. coli UTI89, bacterial capsule biogenesis inhibitors, alamar blue (AID 488966); E. coli UTI89 K1F phage lysis, alamar blue, 2 h; higher % means a stronger effect; one-dose inhibition, % at 100 µM; IC50 in µM for titrated hits; actives 0.02% (n = 340,000);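 active means phage lysis inhibition, versus mean bacterial control, above a set limit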;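 further: capsule biogenesis inhibitors block K1F phage lysis so surviving cells raise fluorescence; higher fluorescence means more inhibition of phage lysis; actives were called in the ten point dose series up to 300 µM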
MgcRacGAP inhibition = MgcRacGAP GTPase-activating activity inhibitors, confirmation, biochemical, ADP Hunter fluorescence; MgcRacGAP-stimulated Rac1 GTP hydrolysis, ADP Hunter fluorescence; higher % means a stronger effect; GST-tagged Rac1 F28L mutant substrate; one-dose inhibition, % at 30 µM; IC50 in µM for titrated hits; actives 0.6% (n = 340,000);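 active means first-screen hits whose inhibition reached a set limit at any dose in the follow-up dose series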;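 further: fluorescence reports GDP produced by GAP-driven GTP hydrolysis; strong numbers were not always called active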
Dengue-2 NS5 capping pilot replicate = also measured in Dengue-2 NS5 capping; calls as there; inhibition, %; measured here: pilot screen replicate inhibition
* marks the source's active call; other numbers are inactive results; [ ] = dose if it differs, or a comment.

SMILES	Dengue-2 NS5 capping	K1F lysis inhibition	MgcRacGAP inhibition	others
C[C@H](CO)N1C[C@H](C)[C@@H](CN(C)C(=O)NC2CCCCC2)Oc2ccc(NS(=O)(=O)c3cccs3)cc2C1=O	0%	0.6%	1%	Dengue-2 NS5 capping pilot replicate=-3.3
F[B-](F)(F)c1cc2ccccc2s1	1%	0.3%	2%
COc1cc(NCCCNC(C)C)c2nccc(C)c2c1	19%	3.4%	8%
O=C(/C=C/c1ccc(S(=O)(=O)N2CCOCC2)cc1)N1CCCCC1	2%	1.2%[50 µM]	13%
Nc1cccc2c(O)cc(S(=O)(=O)O)cc12	43µM*	-0.3%	99µM*
Cc1ccc(S(=O)(=O)Nc2cccc3c2O[C@H](CN(C)Cc2ccc(-c4ccccc4)cc2)[C@@H](C)CN([C@H](C)CO)C3=O)cc1	2%	0.3%	2%	Dengue-2 NS5 capping pilot replicate=-1.5
COc1ccc(NC(=O)CN2CCc3ccccc3C2)cc1	-7%	-0.3%	14%	Dengue-2 NS5 capping pilot replicate=-2.1
COc1ccc2[nH]c3c(c2c1)CCN1C(=O)C(CC(=O)NCCCn2ccnc2)C[C@H](C(=O)N(C(C)C)C(C)C)[C@@]31C (stereo not given in full)	0%	0.0%	12%
COc1cc2c(cc1OC)[C@@H](NC(=O)Cc1ccc(F)cc1)[C@H](OCc1ccccc1)C2	-6%	0.3%	10%	Dengue-2 NS5 capping pilot replicate=-9.1
Cc1ccc(S(=O)(=O)N2CCN(C(=O)COC(=O)COc3ccc(Cl)c(C)c3)CC2)c(C)c1	-11%	0.3%[50 µM]	2%
C=CCOc1ccc(/C=C/C(=O)OCC(=O)N2CCN(S(=O)(=O)c3ccc(C)cc3C)CC2)cc1	5%	0.6%[50 µM]	2%
Cc1ncc(NS(=O)(=O)c2ccc(N)cc2)nc1C	3%	-0.6%	0%

The list goes on, starting with the last 3 of the part before.
SMILES	Dengue-2 NS5 capping	K1F lysis inhibition	MgcRacGAP inhibition	others
Cc1ccc(S(=O)(=O)N2CCN(C(=O)COC(=O)COc3ccc(Cl)c(C)c3)CC2)c(C)c1	-11%	0.3%[50 µM]	2%
C=CCOc1ccc(/C=C/C(=O)OCC(=O)N2CCN(S(=O)(=O)c3ccc(C)cc3C)CC2)cc1	5%	0.6%[50 µM]	2%
Cc1ncc(NS(=O)(=O)c2ccc(N)cc2)nc1C	3%	-0.6%	0%
CCOc1ccc(C(=O)N[C@H](C(=O)Nc2ccc(S(=O)(=O)Nc3nccs3)cc2)C(C)C)cc1	2%	-1.1%	4%
CON(C)C(=O)CCN(C(=O)OC(C)(C)C)c1ccccc1	-3%	2.9%	6%
CCCc1cc(=O)[nH]c(SCC(=O)N2c3ccccc3CC2C)n1 (stereo not given)	4%	0.7%[50 µM]	6%
O=C1OC[C@H]2CCCN2C(=O)[C@@H](CC(=O)N(CCO)Cc2ccccc2)C/C=C\CC[C@@H]1Cc1ccc(F)cc1	-2%	-1.1%	10%
Cc1ccc(S(=O)(=O)N2C[C@@H]3c4ccccc4N(S(=O)(=O)c4ccc(C)cc4)[C@@H]3[C@@H](C)C2CC(=O)c2ccccc2)cc1 (stereo not given in full)	0%	0.1%	1%	Dengue-2 NS5 capping pilot replicate=-1.2
O=C(/C=C/CCc1ccc2c(c1)OCO2)N1CCCCC1	0%	3.9%	6%
C[C@H](CO)N1C[C@H](C)[C@@H](CN(C)S(=O)(=O)c2cccs2)Oc2ccc(NS(=O)(=O)c3ccccc3)cc2CC1=O	0%	0.3%	4%	Dengue-2 NS5 capping pilot replicate=0.0
Cc1cc(C)n2nc(C(=O)OCC(=O)c3ccccc3)nc2n1	-5%	1.5%	4%
O=C(COC(=O)CCc1ccccc1)NNC(=O)c1ccccc1	2%	0.2%	-5%
CC12C=CC(=O)C=C1C(F)CC1C3CCC(O)(C(=O)CO)C3(C)CC(O)C12F (stereo not given)	0%	1.1%	-4%
O=C(Nc1cccc(S(=O)(=O)N2CCCCC2)c1)c1cc(=O)[nH]c2ccccc12	1%	-3.0%	8%
O=C(O)c1ccc(C=NN=C2c3ccccc3-c3ccccc32)cc1	17%	-0.6%	6%
O=C1C2CC3N1CCC31c3ccccc3-n3c1c2ccc3=O (stereo not given)	-5%	2.2%	6%
COc1cc2oc(=O)cc(-c3ccc(-c4ccc(N(C)C)cc4)cc3)c2c(OC)c1OC	24%	-0.1%	6%	Dengue-2 NS5 capping pilot replicate=4.2
CC(C)C(NC(=O)c1ccccc1NC(=O)C(C)(C)C)C(=O)N1CCOCC1 (stereo not given)	1%	0.7%[50 µM]	7%
CCCCOc1ccc(C(=O)NNC(=O)c2cnccn2)cc1OC	7%	-1.7%	2%
C[C@H](CO)N1C[C@H](C)[C@@H](CN(C)CC2CC2)Oc2c(NS(=O)(=O)c3ccccc3)cccc2C1=O	-2%	1.1%	12%
CC(C)(C)[C@@H]1COC(=O)[C@H](Cc2ccc(F)cc2)CC/C=C\C[C@@H](CC(=O)N(CCO)Cc2ccccc2)C(=O)N1	-7%	2.7%	0%
CN1CC(=O)N(CC(=O)Nc2cccc3ccccc23)C1=O	2%	0.5%[50 µM]	2%
O=C(NCc1ccccc1C(F)(F)F)c1cccc2c1C(=O)c1ccc(N3CCCCC3)cc1S2(=O)=O	14%	0.5%	5%
Cc1ccc(NC(=O)CN(C)C(=O)COc2cccc3ccc(C)nc23)cc1	-2%	0.6%[50 µM]	6%
CC1(N=Cc2cc(Cl)ccc2O)COP(=O)(NC2CCCC2)OC1 (stereo not given)	-1%	1.8%	8%
OC(c1ccccc1)(c1ccccc1)C1CCN(C(=S)Nc2ccc(F)cc2)CC1	-12%	1.0%	6%
CN(CC(=O)Nc1cccc(F)c1)C(=O)CC1CCCC1	-7%	0.6%[50 µM]	-4%
COc1ccc(OC)c(S(=O)(=O)N2CCN(C)CC2c2ccccc2)c1 (stereo not given)	9%	2.6%	-5%
CN(Cc1nc2ccccc2c(=O)[nH]1)C(=O)c1cc2c(s1)CCCCC2	-2%	10%	-4%
O=C(NCCc1c[nH]c2ccccc12)c1ccc(Br)o1	-4%	0.9%[50 µM]	7%
Cc1ccccc1-c1cc(=O)c2ccccc2o1	-1%	2.9%	6%
Clc1ccccc1-c1ccc2ncnc(NCc3cccs3)c2c1	7%	1.4%	3%
CC(C)N(C)C1=CC(=O)C(N(C)C(C)C)=CC1=O	19%	-3.5%	11%
CC(=O)N1Cc2ccccc2CC1C(=O)OCC(=O)c1c(N)n(C)c(=O)n(C)c1=O (stereo not given)	1%	3.9%[50 µM]	1%
Cc1c2cnccc2c(C)c2c1oc1ccccc12	6%	3.5%	2%
Nc1ccc(C(=O)N/N=C/c2ccc(N3CCOCC3)s2)cc1	-5%	0.3%[50 µM]	16µM*
O=c1c2ccccc2oc2ccc(-c3ccc4cc[nH]c4c3)cc12	-3%	-0.9%	4%
CC(C)[C@H](NC(=O)c1ccc(C(C)(C)C)cc1)C(=O)N1CCN(Cc2ccc3c(c2)OCO3)CC1	-3%	0.5%	-1%
CC1CCc2c(sc(NC(=O)c3cccn3C)c2C(N)=O)C1 (stereo not given)	-10%	1.0%	0%
CN(Cc1c(F)cccc1Cl)C(=O)c1cccc(S(=O)(=O)N2CCN(Cc3ccccc3)CC2)c1	-6%	0.1%	-2%
CN(CCCn1cnc2c(OCc3ccccc3)ncnc21)CCc1ccccn1	-1%	0.4%	6%
Cc1cccn2c(=O)cc(COC(=O)C(C)Oc3ccccc3)nc12 (stereo not given)	2%	-0.3%[50 µM]	0%
O=C(CNS(=O)(=O)c1c(F)cccc1F)NC1CCCc2ccccc21 (stereo not given)	-8%	3.9%	2%
O=C(COC(=O)c1ccccc1NCCO)Nc1ccc(S(=O)(=O)NC2=NCCCCC2)cc1	-5%	0.9%[50 µM]	4%
COc1ccc(/C=C/C(=O)OCC(=O)N2CCN(S(=O)(=O)c3ccc(C)cc3C)CC2)cc1OC	-2%	0.0%[50 µM]	-1%
Cc1ccc(NC(=O)COC(=O)[C@@H]2CC(O)CN2S(=O)(=O)c2ccc3c(c2)OCCO3)cc1 (stereo not given in full)	-1%	1.4%[50 µM]	8%
COc1ccccc1N(CC(=O)Nc1c(C)n(C)n(-c2ccccc2)c1=O)S(=O)(=O)c1ccccc1	0%	0.2%	1%
COc1ccc(NS(=O)(=O)c2cccc(NC(=O)COc3ccccc3[N+](=O)[O-])c2)cc1	5%	1.3%	1%
O=C(COC(=O)c1ccccc1Br)NC1CCCCCCC1	3%	7.2%	-1%
COC(=O)[C@]1(C)N[C@H](CN(C)C(C)=O)[C@@H]2C(=O)N(Cc3ccccc3)C(=O)[C@@H]21	-11%	-0.1%	2%	Dengue-2 NS5 capping pilot replicate=-4.8
Cc1cccc(COc2ccc(S(=O)(=O)N3CCOCC3)cc2[N+](=O)[O-])c1	4%	1.7%[50 µM]	12%

Random excerpt: 6 compounds from above
SMILES	Dengue-2 NS5 capping	K1F lysis inhibition	MgcRacGAP inhibition	others
O=C(O)c1ccc(C=NN=C2c3ccccc3-c3ccccc32)cc1	17%	-0.6%	6%
CN(Cc1nc2ccccc2c(=O)[nH]1)C(=O)c1cc2c(s1)CCCCC2	-2%	10%	-4%
C[C@H](CO)N1C[C@H](C)[C@@H](CN(C)S(=O)(=O)c2cccs2)Oc2ccc(NS(=O)(=O)c3ccccc3)cc2CC1=O	0%	0.3%	4%	Dengue-2 NS5 capping pilot replicate=0.0
O=C(COC(=O)c1ccccc1Br)NC1CCCCCCC1	3%	7.2%	-1%
CC(C)[C@H](NC(=O)c1ccc(C(C)(C)C)cc1)C(=O)N1CCN(Cc2ccc3c(c2)OCO3)CC1	-3%	0.5%	-1%
O=C1C2CC3N1CCC31c3ccccc3-n3c1c2ccc3=O (stereo not given)	-5%	2.2%	6%

Later entries.
SMILES	Dengue-2 NS5 capping	K1F lysis inhibition	MgcRacGAP inhibition	others
CCN1C(C)=CC(=O)[C@@H](O)[C@H]1c1ccccc1Br	0%	-0.2%	5%	Dengue-2 NS5 capping pilot replicate=0.3
O=C(COC(=O)/C=C/c1cccc(F)c1)NC1CC1	3%	0.2%[50 µM]	2%
O=C(O)c1ccc(OS(=O)(=O)c2ccc(Cl)s2)cc1	-1%	0.8%[50 µM]	6%
CC(OC(=O)C1CC2CCCC(C1)C2=O)C(=O)Nc1cccc([N+](=O)[O-])c1 (stereo not given)	-8%	0.8%[50 µM]	3%
C=CCN(CC=C)c1ncnc2[nH]ncc12	2%	3.4%	0%
COc1ccc(NC(=O)CN2CCCCC2)cc1S(=O)(=O)N1CCCCC1	4%	-0.1%	2%
O=C1C[C@@H]2CCN3C(=O)CCC[C@@H]([C@H]23)[C@@H]1Cc1ccccc1	0%	0.3%	6%	Dengue-2 NS5 capping pilot replicate=0.6
COc1ccc(-c2ccc(-c3cc(=O)oc4c(C(C)C)ccc(C)c34)cc2)cc1	9%	0.5%	7%	Dengue-2 NS5 capping pilot replicate=-2.4
O=C(CN1CCN(S(=O)(=O)c2ccc3c(c2)OCCO3)CC1)Nc1cccc(F)c1	2%	-0.2%[50 µM]	1%
CCOC(=O)C1=CN(Cc2ccco2)S(=O)(=O)N(CC)C1c1ccc(C(F)(F)F)cc1 (stereo not given)	-10%	0.0%	9%	Dengue-2 NS5 capping pilot replicate=3.3
O=C(CCCOc1ccccc1)NNC(=O)c1ccc(Cl)cc1	-7%	0.5%[50 µM]	-3%
CC1(C)NC(=S)NC1=S	0%	4.3%	1%
COc1cc(OC)c2c(-c3cccc(-c4ccc(F)c(Cl)c4)c3)cc(=O)oc2c1	-4%	0.1%	8%	Dengue-2 NS5 capping pilot replicate=1.8
CCSc1nsc(NC(=O)Nc2ccccc2Cl)n1	6%	0.4%	11%
Clc1ccccc1CSc1cnnc2ccccc12	-2%	-0.2%	8%
O=C1OC(c2ccccc2)(c2ccc(O)cc2)c2ccccc21 (stereo not given)	1%	-0.4%	4%
O=S1(=O)c2ccc(Br)cc2N2CCC[C@@H]2CN1Cc1ccc(Cl)cc1	-6%	0.0%	11%
Cc1cc(C(=O)NNC(=O)c2ccc(C)c([N+](=O)[O-])c2)c(C)o1	4%	0.9%[50 µM]	6%
CCN(CC(=O)Nc1ccc(NC(C)=O)cc1)C(=O)c1c(C)nn(-c2ccc(F)cc2)c1Cl	1%	0.5%[50 µM]	3%

Screening results as filed in PubChem.

An excerpt. The share of hits here may be higher or lower than overall.
